Sm TGR block = qHTS Assay for the Inhibitors of Schistosoma Mansoni Peroxiredoxins; Potency, µM (highest dose often 114 µM), without a hit: at the highest dose activity change, negative = inhibition, actives largely listed as inhibitors; 360,000 compounds, 3% hits; purified TGR, DTNB reduction, TNB absorbance 405 nm; Schistosoma mansoni thioredoxin glutathione reductase (TGR), Q962Y6; also: potency is read from the fitted curve at half-maximal effect; nearly all actives have a fitted effect of over 60% in size
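Kinetic colorimetric format: TGR-catalysed, NADPH-driven DTNB reduction monitored via TNB absorbance. Enzyme dispensed at 20 nM; compound exposure 15 min at room temperature before reaction start.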
AmpC detergent = qHTS Inhibitors of AmpC Beta-Lactamase (assay with detergent); 370,000 compounds, 0.041% hits; Potency, µM (series often up to 114 µM), for the others: at the highest dose activity change, negative = inhibition, most hits filed as inhibitors; AmpC hydrolysis of nitrocefin, absorbance 480 nm, 0.01% Triton; AID 485294, 2010; P00811;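 also: potency is read from the fitted curve at half-maximal effect; 0% = no-compound wells and -100% = no-enzyme wells; nearly all actives have a fitted effect of over 25% in size; some results filed as inactive show a strong effect at the top dose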
Target sequence (P00811 whole entry, looked up): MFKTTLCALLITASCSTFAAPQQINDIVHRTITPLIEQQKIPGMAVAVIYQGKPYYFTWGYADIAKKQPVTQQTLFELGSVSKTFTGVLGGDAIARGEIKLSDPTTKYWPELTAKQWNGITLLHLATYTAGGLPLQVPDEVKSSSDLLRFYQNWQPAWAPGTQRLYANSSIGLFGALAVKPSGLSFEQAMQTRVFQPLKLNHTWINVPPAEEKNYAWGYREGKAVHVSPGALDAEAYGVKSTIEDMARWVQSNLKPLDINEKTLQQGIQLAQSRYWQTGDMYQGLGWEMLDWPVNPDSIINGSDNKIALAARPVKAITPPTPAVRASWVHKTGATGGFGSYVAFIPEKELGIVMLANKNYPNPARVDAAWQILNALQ
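AmpC (5.3 nM in the dispensed reagent) in 20 mM phosphate pH 7.0 with 0.01% (detergent screen) or 0.0001% Triton X-100 was preincubated with compounds for 15 min at room temperature. Nitrocefin was then added from an 800 uM solution, and hydrolysis was followed at 480 nm.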
HCMV inh = qHTS Assay for inhibitors of the human cytomegalovirus (HCMV) | activity change, negative = inhibition, % at 57.5 µM | AID 1259415, 2018 | HFF cells, HCMV-luciferase reporter, 72 h; active compounds read low | 410,000 compounds, 4.5% hits; in the data active = activity change below about -60%; inconclusive = no clear call, values can overlap the other calls; inactive = above about -39%
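After 16 h attachment at 37C, HFF cells received test compound and HCMV-luciferase (1 PFU/cell); reporter luminescence read 72 h later, data normalized against buffer-only and known inhibitor Salinomycin.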
Giardia FBPA inh = qHTS Assay for Inhibitors of Fructose-1,6-bisphosphate Aldolase from Giardia Lamblia; purified Giardia FBPA; 290,000 compounds, 0.71% hits; Potency, µM (titrated, usually from 59.6 µM), for inactives: at the highest dose activity, negative = inhibition, actives largely listed as inhibitors; AID 2451, 2010; also: potency is read from the fitted curve at half-maximal effect; nearly all actives have a fitted effect of over 55% in size
Target sequence (A8B2U2 whole entry, looked up): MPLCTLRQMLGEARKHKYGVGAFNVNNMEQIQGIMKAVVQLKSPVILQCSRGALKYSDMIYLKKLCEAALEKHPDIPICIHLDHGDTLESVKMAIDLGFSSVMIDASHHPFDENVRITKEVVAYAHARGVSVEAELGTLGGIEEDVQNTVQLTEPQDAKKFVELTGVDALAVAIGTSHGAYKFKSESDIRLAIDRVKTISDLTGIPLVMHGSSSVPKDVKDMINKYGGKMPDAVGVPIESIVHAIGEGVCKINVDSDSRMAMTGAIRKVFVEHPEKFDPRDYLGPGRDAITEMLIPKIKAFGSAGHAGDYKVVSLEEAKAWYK
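40 nM FBPA preincubated 10 min at RT with compound (up to 57.5 uM final), then substrate plus GAPDH/TPI/NAD/arsenate coupling and diaphorase/resazurin added. Fluorescence read after 20 min at RT, 525/598 nm.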
AmpC inh no detg = qHTS Inhibitors of AmpC Beta-Lactamase (assay without detergent). P00811. AmpC nitrocefin hydrolysis, absorbance 480 nm, 0.0001% Triton. Potency, µM (titrated, usually from 57.1 µM), without a hit: at the top dose activity change, negative = inhibition, actives largely listed as inhibitors. 330,000 compounds, 0.52% hits;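 also: potency is read from the fitted curve at half-maximal effect; plate controls were no compound for no effect and no enzyme for full effect; nearly all actives have a fitted effect of over 20% in size; some results filed as inactive show a strong effect at the top dose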
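AmpC (5.3 nM in the dispensed reagent) in 20 mM phosphate pH 7.0 with 0.01% (detergent screen) or 0.0001% Triton X-100 was preincubated with compounds for 15 min at room temperature. Nitrocefin was then added from an 800 uM solution, and hydrolysis was followed at 480 nm.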
HCV inh = qHTS Assay for Inhibitors of Hepatitis C Virus (HCV); AID 651820, 2012; Huh7.5.1 HCVcc-Cre infection, luciferase reporter, 44 h; Potency, µM (top dose mostly 41.8 µM), for the others: at the top dose activity change, negative = inhibition, actives largely listed as inhibitors; 340,000 compounds, 3.4% hits; also: potency is read from the fitted curve at half-maximal effect
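Whole-lifecycle infectious HCVcc-Cre system; cells 1,000/well, compound then virus (~0.5 moi) added 4 h after plating, 44 h culture. Luciferase read 15 sec following 15 min substrate incubation, room temp.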
* marks the source's active call; other numbers are inactive results; ? = inconclusive; · = not tested or not shown; & = joins results of further samples; [ ] = another dose, or the depositor's remark. Unless noted, calls follow the shape of the dose curve; as a rule, active = well fitted curve in the direction sought with a large enough effect; inconclusive = small, poorly fitted or top-dose-only effect, or another doubt; inactive = no such curve, though single readings can be large; an effect the other way counts as inactive or inconclusive. Unless noted, % is scaled to controls: 0 for no effect and ±100 for the full control effect.

SMILES	Sm TGR block	AmpC detergent	HCMV inh	Giardia FBPA inh	AmpC inh no detg	HCV inh
Cc1ccc(NC(=O)CCc2ccc(C)o2)cc1	7%	1%	-28	10%	-26%	-14%
Cc1cc(C)cc(NC(=O)CSc2nnc(-c3ccccc3Br)o2)c1	9%[11.4 µM]	0%	153	1%	-28%	16%
CCCNC(=O)Cn1cnc2sc(C(=O)N3CCN(CCC)CC3)c(C)c2c1=O	3%	?	6	8%	3%	6%
CCCCN(C)CCCNC(=O)Cn1ncc2c3ccccc3n(Cc3ccccc3F)c2c1=O	-10%	5%	-105*	·	·	·
O=C(O)CCCN1C(=O)/C(=C/c2ccncc2)SC1=S	-2%	-6%	-61*	-1%	-10%	?
CCc1nn2c(=O)cc(COc3ccc(/C=C4\C(=N)N5N=C(C)SC5=NC4=O)cc3)nc2s1	-20%	?	47	4%	-14%	-3%
O=P(C(=NCCO)NO)(N1CCOCC1)N1CCOCC1	-20%	?	1	6%	-2%	23%
Cc1cccn2c(=O)c(C=O)c(NCc3ccccc3)nc12	-9%	-9%	-3	7%	9%	?
Cc1cccc(NC(=O)CCNC(=O)c2ccccc2Cl)n1	1%	-2%	19	·	-7%	2%
Cc1ccccc1SCC(=O)Nc1ccc(N2CCOCC2)cc1	-25%	-13%	68	-13%	-47%	0%
COc1cc(SC)ccc1C(=O)Nc1ccc(C)cc1C	-4%	-5%	47	-1%	-23%	?
O=C(NC1CCC(O)CC1)c1cccnc1Sc1ccccc1Cl (stereo not drawn)	1%	-8%	42	·	-22%	5%
O=C(CCl)Nc1c2c(nn1-c1ccccc1)CSC2	10µM*	2%	?	-10%	-14%	?
Cc1n[nH]c(=O)c2c(NC(=O)COC(=O)c3cc(F)cc(F)c3)oc(C)c12	-23%	-13%	-2	·	0%	?
N#Cc1cccc(NC(=O)N2CCC(c3nc4c(nnn4Cc4cccc(Cl)c4)c(=O)[nH]3)CC2)c1	-11%	-3%	3	0%	-3%	-1%
COc1ccc(C(=O)NCCCn2cccn2)cc1OC1CCN(C(C)=O)CC1	-22%	4%	13	8%	-6%	-1%
Cc1ccc(N=C2NC(=O)/C(=C/c3cccs3)S2)cc1C	-11%	?	-7	8%	-32%	?
CCN1c2cc(C)ccc2-n2cccc2C12CCN(C(=O)Nc1cc(OC)c(OC)c(OC)c1)CC2	3%	13%	32	·	·	·
CCOC(=O)C1=C(c2ccccc2)N=C2SCC(=O)N2C1c1ccc(OC)c(OC)c1 (stereo not drawn)	-10%	-7%	-1	6%	78%[activator]	1%
Fc1ccc(OCc2nc(-c3ccncc3)n[nH]2)cc1	13%	0%	?	-9%	-23%	5%
O=Cc1ccc(-c2ccc(C(=O)O)cc2)o1	-25%	-8%	-11	5%	0%	-7%
Cc1ccc(C(=O)N2CCOCC2)cc1S(=O)(=O)Nc1cccc(C)c1C	-5%	-8%	-14	1%	-12%	-8%
C/C(Cc1ccccc1)=N\NC(=O)CNC(=O)c1ccccc1	2%	-13%	22	5%	-13%	5%
CC(C)(C)C1CCc2c(sc(NC(=O)c3ccco3)c2C(N)=O)C1 (stereo not drawn)	?	-1%	-35	5%	-14%	13%
Cc1cccc(-n2c(/C=C\c3cccc(Br)c3)nc3ccccc3c2=O)c1	-6%	-6%	-32	·	·	·
CN(C)S(=O)(=O)c1cc(NC2CC(=O)N(c3ccc(F)cc3)C2=O)ccc1Cl (stereo not drawn)	25µM*	-12%	-37	0%	-44%	21%
COCCNC(=O)CN(C(=O)c1ccc(N2CCCC2)nc1)c1ccc(F)c(Cl)c1	4%	-9%	-35	-9%	87%[activator]	-7%
C=CC[C@H](CC(=O)N(CCO)Cc1ccccc1)C(=O)N[C@@H](C)COC(=O)[C@@H](CC=C)Cc1ccc(F)cc1	·	·	-6	·	293%[activator]	-24%
Cc1cc(C(=O)CSc2nnc(C3COc4ccccc4O3)n2C)c(C)n1-c1ccc(F)cc1 (stereo not drawn)	-11%	?	9	-8%	-16%	-14%&-18%
Cc1c(-c2cccc(NC(=O)Cc3ccccc3)c2)nc2ncccn12	-6%	-1%	-19	·	·	·
Cc1ccc(Cl)c(OCC(=O)NN2CCN(C)CC2)c1	15%	0%	0	-1%	-25%	15%
C=CCNC(=S)N/N=C1\CCS(=O)(=O)c2ccccc21	-29%	-4%	21	7.1µM*	-8%	9%
COc1ccc(S(=O)(=O)N(C)CC(=O)NC2CCCCC2)cc1Cl	-2%	1%	-8	0%	6%	-15%
Cc1cc(=O)n2c(C(=O)Nc3ccc(C)c(C)c3)c(C(=O)Nc3ccccc3)sc2n1	?	3%&13%	-30&-38	5%	41%	0%
CCOc1ccc(NC(=O)CCn2c(=O)[nH]c3ccsc3c2=O)cc1	-8%	?	-10	1%	19%	18%
Cc1cc(OCC(=O)Nc2cccnc2)c2c(C)c(C)c(=O)oc2c1	4%	-3%	-23	4%	-5%	-3%
CCc1nc2ccccc2c(C(=O)OCc2nnc(-c3ccccc3)o2)c1C	-2%	?	16	5%	4%	0%
COc1ccc(OCC(=O)NCC(c2ccc(OC)cc2)N2CCOCC2)cc1 (stereo not drawn)	-9%	-1%	-7	·	·	·
CCOC(=O)CNC(=S)N1CC2C[C@@H](C1)Cn1c2cccc1=O	5%	5%	?	4%	-5%	14%
Cc1ccc(CNC(=O)CC2Nc3c4ccccc4nc(=S)n3C2=O)cc1 (stereo not drawn)	15%	3%	-25	?	-28%	·

Of the compounds above, these contain an aryl methoxy group.
SMILES	Sm TGR block	AmpC detergent	HCMV inh	Giardia FBPA inh	AmpC inh no detg	HCV inh
COc1cc(SC)ccc1C(=O)Nc1ccc(C)cc1C	-4%	-5%	47	-1%	-23%	?
COc1ccc(C(=O)NCCCn2cccn2)cc1OC1CCN(C(C)=O)CC1	-22%	4%	13	8%	-6%	-1%
CCN1c2cc(C)ccc2-n2cccc2C12CCN(C(=O)Nc1cc(OC)c(OC)c(OC)c1)CC2	3%	13%	32	·	·	·
CCOC(=O)C1=C(c2ccccc2)N=C2SCC(=O)N2C1c1ccc(OC)c(OC)c1 (stereo not drawn)	-10%	-7%	-1	6%	78%[activator]	1%
COc1ccc(S(=O)(=O)N(C)CC(=O)NC2CCCCC2)cc1Cl	-2%	1%	-8	0%	6%	-15%
COc1ccc(OCC(=O)NCC(c2ccc(OC)cc2)N2CCOCC2)cc1 (stereo not drawn)	-9%	-1%	-7	·	·	·

(listing goes on)
SMILES	Sm TGR block	AmpC detergent	HCMV inh	Giardia FBPA inh	AmpC inh no detg	HCV inh
Cc1nn(C)c(C)c1N=Cc1c(O)ccc2ccccc12	16%[11.4 µM]	-10%	5	-19%	132%[activator]	16%
O=C(Nc1ccc(S(=O)(=O)Nc2ccc(Cl)cc2)cc1)C1CCCO1 (stereo not drawn)	5%	?	-24	6%	-14%	22µM*
O=C(CSc1nnc(CNC(=O)c2ccccc2F)o1)Nc1cccc(C(F)(F)F)c1	-12%	-4%	-12	·	29%	-2%
COc1ccc(CNC(=O)C(C)OC(=O)c2cccn2C)cc1 (stereo not drawn)	-3%	-16%	1	-1%	-5%	16%
NS(=O)(=O)c1ccc(N2CCN(CCOc3ccc(Cl)cc3)CC2)nc1	-8%	-2%	-84*	11%	9%	?
O=C(CSc1ncnc2c1oc1ccccc12)Nc1nccs1	-10%	-3%	42	-2%	0%	13%
COc1ccc(CNC(=O)COC(=O)c2nc3nc(C)cc(C)n3n2)cc1	1%	?	-9	·	-23%	20%
CCOC(=O)c1c(Nc2ccc(OC)cc2)nnc(-c2ccccc2)c1-c1ccccc1	4%	9%	-20	·	·	·
COc1ccccc1NC(=O)n1ncc2c(C)cccc21	0%	3%	26	·	·	·
CCC(=O)N1CCN(c2ccc(NC(=O)c3cc4ccccc4o3)cc2Cl)CC1	6%	3%	-104*	?	83%[activator]	11µM*
O=C(OCCCN=C1NS(=O)(=O)c2ccccc21)c1ccc([N+](=O)[O-])cc1	5%	5%	4	-1%	-10%	-10%
COCCOC(=O)c1c(C)oc2ccc(NS(=O)(=O)c3ccc(C(=O)O)cc3)cc12	-3%	?	-10	23%	-19%	23%
Cc1cccc(NC(=O)Cn2c(=O)n(CCC(=O)N3CCc4ccccc4C3)c(=O)c3ccccc32)c1	1%	24%	-2	·	·	·
Cc1ccc(Cl)c(NC(=O)COC(=O)c2cc[n+]([O-])cc2)c1Cl	·	·	34	·	-22%	16%
Cc1nc2cc(NC(=O)NCc3ccccc3)ccc2o1	-1%	?	-12	-1%	-12%	17%
Cc1ccc(-c2nc(P(=O)(c3ccccc3)c3ccccc3)c(N3CCOCC3)o2)cc1	6%	1%	-7	1%	273%[activator]	?
O=C(CSc1nnc(SCc2ccccc2)s1)N/N=C/C=C/c1ccccc1[N+](=O)[O-]	6%	-2%	-35	3%	-27%	16%
COc1ccc(NC(=O)c2sc3nc(-c4cccnc4)ccc3c2N)cc1	5%	-3%	?	0%	-7%	14%
CCOC(=O)N1CCN(C(=O)CCc2nc3sc4c(c3c(=O)[nH]2)CCCC4)CC1	3%	4%	-28	1%	-7%	-25%
COc1cccc(CC(=O)Nc2ccc(S(=O)(=O)N3CCCCC3)cc2)c1	·	·	-6	·	-8%	?
Cc1onc(-c2ccccc2Cl)c1C(=O)N1CCN(c2nc3ccccc3s2)CC1	0%	-9%	-26	-3%	103%[activator]	?
O=C(c1ccc(F)cc1)N1C2CCC1CC(O)(c1ccccc1F)C2 (stereo not drawn)	-23%	0%	21	2%	-2%	-3%
CCNC(=S)N1CCCCC1CO (stereo not drawn)	·	-7%	-6	-1%	-12%	2%
O=C(N/N=C/c1cccc([N+](=O)[O-])c1)C(=O)N1CCCCCC1	-6%	0%	18	·	-13%	0%
CCCCCCCCCCCC(=O)N/N=C/c1ccco1	-10%	0%	36	1%	-25%	-10%
Cc1csc(=O)n1CCC(=O)OCC(=O)Nc1cccc(C#N)c1	0%	?	-21	·	-10%	13%
COc1cccc(C(=O)N2CCC(C(=O)N3CCN(C)CC3)CC2)c1	3%	-3%	-2	-3%	-1%	5%
O=[N+]([O-])c1ccc2nc(C(O)C(O)c3nc4ccc([N+](=O)[O-])cc4[nH]3)[nH]c2c1 (stereo not drawn)	0%	?	41	-16%	-34%	-3%
COc1ccccc1CC(=O)Nc1ccc(-c2noc(COc3cccc(C)c3C)n2)cc1	8%	?	15	-5%	-30%	?
COc1ccc(NC(=O)CC2C(=O)N(c3ccc(OC)cc3)C(=O)N2CCc2cccs2)cc1 (stereo not drawn)	2%	2%	-34	2%	-15%	-7%
CNc1nc(N)c([N+](=O)[O-])c(NC2CCCCC2)n1	-7%	?	34	5%	-16%	-27%
CCNc1nc(NCC)n2c(SCC(=O)Nc3ccc(C)cc3Br)nnc2n1	·	·	-17	·	-10%	-7%

Source: PubChem BioAssay (National Center for Advancing Translational Sciences (NCATS))
